KCNQ2 block = KCNQ2 potassium channel inhibitors, primary screen, cell-based, CHO-K1, FluxOR thallium flux, B-score (AID 2156); actives 1.1% (n = 310,000); B-score at 10 µM; O88943; 20 min; stronger effect = lower value;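 active = fluorescence ratio B-score at most minus 3 library SDs, with starting brightness B-score within 2 library SDs, cut at about -5.5 in these data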
CHT inh = human CHT choline transport inhibition; Q9GZV3; CHT-expressing cells, membrane potential dye, choline response; stronger effect = lower value; B-score at 10 µM; actives 0.86% (n = 310,000);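 active = B-score over 3 SD under the library average, and starting fluorescence ratio not unusually high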;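 note: choline stimulus applied at its EC90 after an EC20 pre-addition; B-score computed on integrated fluorescence ratio after choline addition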
Target sequence (Q9GZV3 whole entry, looked up): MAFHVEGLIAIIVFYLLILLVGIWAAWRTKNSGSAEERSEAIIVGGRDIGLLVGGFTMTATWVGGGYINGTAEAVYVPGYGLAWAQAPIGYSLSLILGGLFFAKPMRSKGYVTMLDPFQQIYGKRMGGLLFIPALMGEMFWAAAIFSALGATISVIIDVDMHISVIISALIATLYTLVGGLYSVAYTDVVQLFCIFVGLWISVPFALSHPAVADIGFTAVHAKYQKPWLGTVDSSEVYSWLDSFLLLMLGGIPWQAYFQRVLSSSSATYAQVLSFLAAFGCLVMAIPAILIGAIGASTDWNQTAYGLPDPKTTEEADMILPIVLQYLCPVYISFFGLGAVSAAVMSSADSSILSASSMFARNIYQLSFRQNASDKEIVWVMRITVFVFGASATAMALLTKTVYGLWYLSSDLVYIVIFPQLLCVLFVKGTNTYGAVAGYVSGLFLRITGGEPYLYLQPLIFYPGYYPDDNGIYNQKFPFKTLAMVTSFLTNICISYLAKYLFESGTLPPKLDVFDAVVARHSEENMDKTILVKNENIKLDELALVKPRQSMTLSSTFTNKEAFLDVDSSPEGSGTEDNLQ
Numbers without * were called inactive; i = inactive; nt = no result given.

The first 2 entries as a preview:
Molecule | KCNQ2 block | CHT inh
Cc1ccn2c(NC(=O)c3ccccc3)c(-c3ccccc3)nc2c1 | i | i
COc1ccc(C)cc1N(C(=O)c1ccc(F)cc1)c1nc2ccccc2s1 | i | i

The listing, from the start:
Molecule | KCNQ2 block | CHT inh
Cc1ccn2c(NC(=O)c3ccccc3)c(-c3ccccc3)nc2c1 | i | i
COc1ccc(C)cc1N(C(=O)c1ccc(F)cc1)c1nc2ccccc2s1 | i | i
CC(C)CCNC(=O)C(c1cccnc1)N(CCc1ccccc1)C(=O)Cn1nnc2ccccc21 (configuration not stated) | i | i
Cc1cc(C)nc(N/N=C/c2sccc2C)n1 | i | i
CCO[C@@H]1OC(C(=O)O)=C[C@H](c2cn(C(C)=O)c3ccccc23)[C@H]1CCCO | i | i
CC(C)(C)NC(=O)Cn1c(SCC(N)=O)nc2ccccc21 | i | i
O=C(Nc1ccc(F)cc1F)c1ccc2ncsc2c1 | i | i
CCOC(=O)CCC(=O)Nc1ccc(S(=O)(=O)N2CCc3ccccc32)cc1 | i | i
CS(=O)(=O)N(CC(=O)NCCSCc1ccccc1Cl)c1ccccc1F | i | i
CC1Cc2cc(/C(O)=C3/C(=O)C(=O)N(CCCn4ccnc4)C3c3ccco3)ccc2O1 (configuration not stated) | i | i
CCOC(=O)COc1cccc2c(=O)n(CC(=O)N3CCN(C(=O)OCC)CC3)ccc12 | i | i
C/C(CC(=O)Nc1ccc2c(c1)OCCO2)=N\NC(=O)c1ccccn1 | i | i
CC(NC(=S)Nc1ccc(S(=O)(=O)N2CCOCC2)cc1)C1CC2CCC1C2 (configuration not stated) | i | i
C=CCNC(=O)COc1ccc(Br)cc1Cl | i | i
CSc1ccc(/C=N/NC(=O)c2cc(O)cc(O)c2)cc1 | i | i
COc1ccc2[nH]c3c(c2c1)CCNC3(C)CCc1ccc(Cl)nc1 (configuration not stated) | i | i
O=C(c1ccc(-c2nc3ccccc3s2)o1)N1CCN(c2ccccc2O)CC1 | i | i
Cc1nc2ncnn2c(N2CCN(S(=O)(=O)c3ccc(Br)cc3)CC2)c1C | i | i
CNc1nc(=S)[nH]c2ccccc12 | i | i
O=C(Nc1nnc(-c2ccccc2)o1)c1cccc(N2C(=O)CCC2=O)c1 | i | i
CCOC(=O)c1cnc(SC)nc1N1CCCC1 | i | i
CCC(=O)N1CCc2cc(S(=O)(=O)NCCC(=O)NCc3ccccc3OC)ccc21 | i | i
CC(/C=C/c1ccccc1)=N\NC(=O)C1CC1(C)c1ccccc1 (configuration not stated) | i | i
CCCc1cc(=O)oc2cc(OCC(=O)N3C[C@H]4C[C@@H](C3)c3cccc(=O)n3C4)c(Cl)cc12 | i | i
O=S(=O)(Cc1nnnn1-c1ccc(Br)cc1)c1ccc(F)cc1 | i | i
O=C(CN1C(=O)NC2(CCCCCCC2)C1=O)NC(=O)NCc1ccco1 | i | i
CNC(=S)Nc1ccc(Cc2ccncc2)cc1 | i | i
CC(=O)Nc1ccc(S(=O)(=O)N2CCN(c3cc(C(F)(F)F)ccn3)CC2)cc1 | i | i
CCCCNC(=O)c1cc([N+](=O)[O-])[nH]n1 | i | i
Cc1c2cnn(CC(=O)Nc3c(F)c(F)cc(F)c3F)c(=O)c2c(C)n1Cc1ccc(F)cc1 | i | i

Next part, overlapping the part above by 3 compounds.
Molecule | KCNQ2 block | CHT inh
CC(=O)Nc1ccc(S(=O)(=O)N2CCN(c3cc(C(F)(F)F)ccn3)CC2)cc1 | i | i
CCCCNC(=O)c1cc([N+](=O)[O-])[nH]n1 | i | i
Cc1c2cnn(CC(=O)Nc3c(F)c(F)cc(F)c3F)c(=O)c2c(C)n1Cc1ccc(F)cc1 | i | i
O=P(c1ccccc1)(c1ccccc1)C(O)c1ccco1 (configuration not stated) | i | i
CCc1ccc(/C=C2\SC(=S)N(CCCC(=O)Nc3ccccc3C(=O)O)C2=O)cc1 | i | i
Cc1noc(C)c1CSc1cc(C)c2ccccc2n1 | i | i
COc1cc2c(cc1/C=C1/NC(=O)N(c3ccccc3)C1=O)OCO2 | i | i
Cc1cccc(OCCCn2c(=O)sc3ccccc32)c1 | i | i
CC(C)[C@H](NC(=O)c1c(F)cccc1F)C(=O)Nc1cccc(Br)c1 | i | i
Cc1cccc(NC(=S)N/N=C/C(C)c2ccccc2)c1C (configuration not stated) | i | i
C/C=C(/C)C(=O)OC1Cc2c(ccc3ccc(=O)oc23)OC1(C)C (configuration not stated) | i | i
CCN(CC)C1=C(Cl)C(=O)C(Cl)C12OCCO2 (configuration not stated) | i | i
COc1ccc(OCC2CCNCC2)cc1 | i | i
Cc1ccc(C(=O)Nc2ccc(N3CCN(C(=O)c4ccco4)CC3)cc2)c(Cl)c1 | i | i
CCc1ccc(N=C2NC(=O)/C(=C/c3ccc(OCC(=O)O)cc3)S2)cc1 | i | i
CC(CCc1ccccc1)NC(=O)Cc1cccs1 (configuration not stated) | i | i
CN(C(=O)COC(=O)c1cn(-c2ccccc2)nc1-c1ccccc1)C1CCS(=O)(=O)C1 (configuration not stated) | i | i
COc1cc(C(C)=O)ccc1Oc1ncnc2c1cnn2-c1cccc(Cl)c1 | i | i
CCOc1ccc2c(c1)C(N(CCN1CCOCC1)C(=O)Nc1ccc(OC)cc1OC)CC(C)(C)O2 (configuration not stated) | i | i
Cc1ccc(S(=O)(=O)N/N=C/c2cccs2)cc1 | i | i
Cc1ccnc(NC(c2ccccn2)c2c(C)[nH]c3ccccc23)c1 (configuration not stated) | i | i
O=C(OCC(=O)N1CCOCC1)c1ccc(Cl)cc1[N+](=O)[O-] | i | i
Cc1cc(OC(F)F)ccc1NC(=S)NC1CCCC1 | i | i
CCN(CC)S(=O)(=O)c1cc(OC)ccc1N=Nc1ccc(O)c2ncccc12 | i | i
Cc1ccc(N2CC(C(=O)NCCS(=O)(=O)N3CCN(c4ccccc4)CC3)CC2=O)cc1 (configuration not stated) | i | i
O=S(=O)(CCSc1nc2ccccc2o1)Cc1ccccc1 | i | i
Cc1ccc(S(=O)(=O)NC(=O)COc2ccc(Cl)cc2Cl)cc1 | i | i
COc1ccc(S(=O)(=O)N2CCN(C(=O)c3ccco3)CC2)cc1OC | i | i
NC(=NC(=O)c1ccc(OCC(F)(F)F)nc1)c1ccc(Cl)cc1 | i | i
Cc1cc(CNC(=O)c2cccc([N+](=O)[O-])c2)c2ccccc2n1 | i | i
CN(CCNC(=O)C1CC(=O)N(C2CCCC2)C1)Cc1ccccc1 (configuration not stated) | i | i
COc1ccc2cc3cc(C(=O)NCCN4CCN(c5ccccc5F)CC4)oc3nc2c1 | i | i
Clc1nc(CN2CCOCC2)nc2sc3c(c12)CCC3 | i | i

Record cards (already shown). Values in the order: KCNQ2 block | CHT inh
CCN(CC)S(=O)(=O)c1cc(OC)ccc1N=Nc1ccc(O)c2ncccc12 reads i | i
Cc1ccc(S(=O)(=O)N/N=C/c2cccs2)cc1 reads i | i
CN(CCNC(=O)C1CC(=O)N(C2CCCC2)C1)Cc1ccccc1 (configuration not stated) reads i | i
O=S(=O)(CCSc1nc2ccccc2o1)Cc1ccccc1 reads i | i
COc1ccc(S(=O)(=O)N2CCN(C(=O)c3ccco3)CC2)cc1OC reads i | i

New compounds follow
Molecule | KCNQ2 block | CHT inh
Cc1ccc(-n2nc3c(=O)n(C(C)C(=O)NCCCc4ccccc4)nc(C)c3c2C)cc1 (configuration not stated) | i | -5*
N/C(COc1ncn(-c2ccccc2)n1)=N\S(=O)(=O)c1ccccc1 | i | i
Cc1nccn1CC(O)COc1ccccc1 (configuration not stated) | i | i
CN(C)CCCNS(=O)(=O)c1cc(Cl)c(Cl)cc1Cl | i | i
CC(NC(=O)c1cccc(F)c1)C1CC2CCC1C2 (configuration not stated) | i | i
CCOC(=O)C1=C(C)N(c2ccccc2)C(=O)C1 | i | i
CCCCN(C)CCOc1ccccc1OCC | i | i
OCCOCCOc1cccc2[nH]ccc12 | i | i
Cc1nc(NNC(=O)c2ccc(Cl)cc2Cl)cc(-c2ccccc2)n1 | i | i
O=C(CNC(=O)c1ccccc1)N/N=C/C=C/c1ccccc1 | i | i
COC(=O)c1ccc(N(CC(=O)NCC2CCCO2)C(=O)CCC(=O)Nc2cc(C)on2)cc1 (configuration not stated) | i | i
O=C(NCCc1ccco1)c1nn(Cc2ccccc2)c(=O)c2ccccc12 | i | i
Oc1ccc(/C=N/n2cnn(Cc3ccccc3Cl)c2=S)c(O)c1 | i | i
O=C(COc1ccc(F)cc1)N1c2ccccc2CCc2ccccc21 | i | i
CN(Cc1ccco1)S(=O)(=O)c1ccc(CN2C(=O)c3cccnc3C2=O)s1 | i | i

(list continues)
Order of results: KCNQ2 block | CHT inh
COc1ccccc1C(C)N(C)Cc1nc(COc2ccccc2)no1 (configuration not stated)
→ i | i
Cc1ccc(NC(=O)c2ccc(CSc3ccccn3)cc2)c(O)c1
→ i | i
CCOc1ccc(OCCC(=O)OCC(=O)c2c(N)n(C)c(=O)n(C)c2=O)cc1
→ i | i
CCC(C)NC(=O)C(NS(=O)(=O)c1ccc2c(c1)c(=O)n(C)c(=O)n2C)c1ccccc1 (configuration not stated)
→ nt | i
Cc1nnc(SCC(=O)NNC(=O)COc2ccc(Cl)cc2)n1C
→ i | i
CN(C)c1cc[n+](Cc2ccccc2)cc1
→ i | i
COc1ccc(N=Cc2c(O)[nH]c3ccccc23)cc1OC
→ i | i
CCC(=O)N(Cc1ccco1)Cc1cc2cc3c(cc2[nH]c1=O)OCO3
→ i | i
COc1cc(/C=N/NC(=O)c2nnn(-c3nonc3N)c2C(C)C)ccc1O
→ i | i
Cc1cccc(CCNC(=O)c2cccc(N3CCCC3=O)c2)c1
→ i | i
COc1cccc(CC(NC(C)=O)C(=O)NC2CCN(S(=O)(=O)c3ccc4ccccc4c3)CC2)c1 (configuration not stated)
→ i | i
CC1CCc2c(sc3ncnc(NCCN4CCOCC4)c23)C1 (configuration not stated)
→ i | i
Cc1cc(-c2csc(N)n2)c(C)n1-c1ccc(Cl)c(Cl)c1
→ i | i
O=C(CSC1=NNC(c2ccccn2)S1)Nc1ccccc1 (configuration not stated)
→ i | i
CCOC(=O)N1CCN(c2c(NCCCN(CC)c3cccc(C)c3)c(=O)c2=O)CC1
→ i | i
Cc1ccc(CN2CCC(n3nccc3NC(=O)c3ccc4c(c3)OCO4)CC2)o1
→ i | i
Cc1c(NC(=O)c2cc(-c3cccc(Cl)c3)on2)c(=O)n(-c2ccccc2)n1C
→ i | i
Cn1cc(-c2cc(C(=O)O)on2)cn1
→ i | i
COc1ccccc1NC(=S)NC1CCCCC1
→ i | i
Cc1ccc2c(c1)N(CC(=O)Nc1ccccc1F)C(=O)CO2
→ i | i
CC(=O)Nc1ccc(NC(=O)C(C)n2nc([N+](=O)[O-])c(Br)c2C)cc1 (configuration not stated)
→ i | i
CC(Sc1cnccn1)C(=O)O (configuration not stated)
→ i | i
O=[N+]([O-])c1ccc(N/N=C/c2sc(N3CCOCC3)nc2-c2ccccc2)c(S(=O)(=O)Nc2ccc(Cl)cc2)c1
→ i | nt
COc1ccc(CCNC(=O)c2ccc(Cl)cc2Cl)cc1
→ i | i
CC(C)c1cc[n+](-c2nc([O-])sc2C=O)cc1
→ i | i
COc1ccc(CC(=O)Nc2cccc3ccccc23)cc1OC
→ i | i
CCOc1ccc(NC(=O)CSc2nnc(NC(=O)C3CC3)s2)cc1
→ i | i
CCCn1c(C)cc(C(=O)COc2ccc(C)nc2[N+](=O)[O-])c1C
→ i | i
CNC(=O)c1ccc2c(c1)nnn2C
→ i | i
O=C(O)CC(C(=O)N(c1ccccc1)c1ccccc1)N1CCOCC1 (configuration not stated)
→ i | i
Cc1cccc(Nc2nc(C)nc3c2oc2ccccc23)c1
→ i | i
O=C(COC(=O)/C=C/c1ccc(F)cc1)Nc1ccc2[nH]c(=O)[nH]c2c1
→ i | i
CCOC(=O)c1cnc2nc(SC)nn2c1N
→ i | i
CC(Cc1ccccc1)C(=O)N(C)Cc1cccnc1 (configuration not stated)
→ i | i
COc1ccc(-n2nc3c(c2NC(=O)c2ccc(S(=O)(=O)N4CCOCC4)cc2)CS(=O)(=O)C3)cc1
→ i | i
COc1ccccc1CNC(=O)c1cc(-c2ccccc2)nn1CC1CC(c2cccnc2)=NO1 (configuration not stated)
→ -6.1* | i
CCN(CC)S(=O)(=O)c1ccc(N=Nc2cc(C)cc(Br)c2O)cc1
→ i | i
CCn1c(=O)n(CC)c2cc(S(N)(=O)=O)c(C)cc21
→ i | i
COc1ccc(C(=O)N/N=C/c2cc3ccccc3[nH]c2=O)cc1
→ i | i
c1ccc(-c2nc(N3CCCC3)nc3ccccc23)cc1
→ i | i
O=C(CC(=O)N/N=C/c1ccccc1)NCc1ccccc1
→ i | i
COc1ccc(N(C(=O)CNC(=O)c2cccs2)C(C(=O)NC2CCCC2)c2cccnc2)cc1 (configuration not stated)
→ i | i
CN1CCN(C(=O)/C(=C\c2cccs2)NC(=O)c2ccccc2)CC1
→ i | i
CC(C)(C)CNc1cc(N2CCOCC2)ccc1[N+](=O)[O-]
→ i | i
O=C(c1ccc(Cl)cc1)[C@@H]1[C@@H]2C(=O)N(c3ccc(Cl)cc3)C(=O)[C@@H]2C2c3ccccc3C=NN21 (some centres not stated)
→ i | i
Cc1ccccc1Cn1nc(C)c(NC(=O)c2sc3ccccc3c2Cl)c1C
→ i | i
CC(=O)c1c(N2CCOCC2)nc(=S)n(-c2ccc([N+](=O)[O-])cc2)c1C
→ i | i
O=C(Nc1ccc(Cl)cc1)OCc1cc(-c2ccccc2)on1
→ i | i
COc1ccc(S(=O)(=O)N2CCC(C(=O)N3CCN(C)CC3)CC2)cc1Cl
→ i | i
C=CCn1c(SCC(=O)NCc2ccco2)nnc1-c1ccc2ccccc2n1
→ i | i
N[C@@H](CO)c1cn([C@@H](Cc2cc3ccccc3[nH]2)C(=O)N2CCNCC2)nn1
→ i | i
CN(C(=O)COC(=O)c1sc2ccccc2c1Cl)C1CCCCC1
→ i | i

Compound activity as filed in PubChem BioAssay.
